# Bioassay records (PubChem)
# BaF3 parental: reduces parental Ba/F3 cell viability, JAK2V617F counter-screen. CellTiter-Glo ATP luminescence. inhibition, % at 5.6 µM. 1.1% of 220,000 active. AID 1486;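 active means inhibition above a per-campaign cutoff, the mean inhibition of all tested compounds plus 3 SD, cut at about 27% in these data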;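 further: 0% = DMSO wells and 100% = JAK Inhibitor I control wells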
# NPY2 pot ag: potentiates or activates human NPY-Y2 receptor. P49146. cells expressing NPY-Y2, potentiator/agonist read-out. activation, % at 3.6 µM. 0.45% of 220,000 active. AID 1359; in the data active means activation above about 27%;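 further: cells stimulated with NPY near EC25 plus isoproterenol at EC100; 0% = vehicle plus submaximal agonist and 100% = vehicle plus saturating agonist; some results beyond the cut were filed as inactive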
# Target sequence (P49146 whole entry, looked up): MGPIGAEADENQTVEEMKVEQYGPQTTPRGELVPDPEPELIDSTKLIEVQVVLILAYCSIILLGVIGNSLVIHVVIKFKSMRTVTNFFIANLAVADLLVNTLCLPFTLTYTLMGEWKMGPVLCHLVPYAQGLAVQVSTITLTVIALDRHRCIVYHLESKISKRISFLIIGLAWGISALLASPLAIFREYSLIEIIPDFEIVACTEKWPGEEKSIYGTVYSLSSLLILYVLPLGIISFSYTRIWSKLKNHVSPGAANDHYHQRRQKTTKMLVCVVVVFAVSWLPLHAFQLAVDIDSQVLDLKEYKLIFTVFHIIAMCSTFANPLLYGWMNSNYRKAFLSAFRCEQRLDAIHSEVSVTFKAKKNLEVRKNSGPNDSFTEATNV
# Ba/F3 V617F tox: reduce viability of Ba/F3 cells dependent on JAK2V617F | Ba/F3 EpoR-JAK2V617F viability, ATP luminescence | inhibition, % at 5.6 µM | 1.1% of 220,000 active | AID 1446;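 active means inhibition above the campaign mean plus 3 SD over all tested compounds, cut at about 24% in these data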;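 further: cytokine-independent growth of Ba/F3 cells driven by EpoR plus mutant JAK2; 0% = DMSO-treated cells and 100% = JAK inhibitor I control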
# Wee1 degr inh: human Wee1 degradation inhibition, primary screen | AID 1321 | reporter increase, % at 5 µM | P30291 | HeLa Luc-Wee1K328M stability, luciferase luminescence; 100% = proteasome inhibitor MG132 effect | 1.2% of 220,000 active;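 active means activation above the mean of all tested compounds plus 3 SD, set per screening run, cut at about 8.8% in these data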;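 further: cells exposed to compound for 20 h before luminescence read; 0% = DMSO alone and 100% = MG132 at 30 µM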
# S1P4 antagonist: antagonists of human S1P4 receptor; O95977; S1P4-expressing cells, antagonist mode, reporter read-out; inhibition, % at 4.98 µM; 0.26% of 220,000 active; in the data active means inhibition above about 29%;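 further: 0% = wells stimulated with agonist and 100% = vehicle wells without agonist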
# Target sequence (O95977 whole entry, looked up): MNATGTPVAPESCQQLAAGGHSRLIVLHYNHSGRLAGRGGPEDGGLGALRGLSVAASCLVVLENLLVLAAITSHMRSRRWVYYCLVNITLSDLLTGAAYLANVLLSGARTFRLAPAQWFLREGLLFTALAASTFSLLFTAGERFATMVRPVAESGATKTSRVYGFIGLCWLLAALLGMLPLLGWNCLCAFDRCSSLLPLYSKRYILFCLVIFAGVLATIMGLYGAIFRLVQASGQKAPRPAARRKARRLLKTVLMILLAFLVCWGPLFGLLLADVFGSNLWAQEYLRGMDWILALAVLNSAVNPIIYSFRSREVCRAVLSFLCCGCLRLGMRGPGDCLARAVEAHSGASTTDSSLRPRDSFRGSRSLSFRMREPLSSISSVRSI
# Mdm2 ligase inh: inhibitors of human Mdm2 E3 ubiquitin ligase; AID 1230; signal enhancement, % at 5 µM; 0.11% of 210,000 active; Q00987; cell-based MDM2 ubiquitination luciferase reporter, 2 h; 0 = plate control, 100 = twice control, blank-subtracted;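 active means signal enhancement of 30% or more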;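 further: luminescence tracks abundance of the self-degrading MDM2-luciferase fusion protein; higher signal means inhibition of MDM2 E3 ligase activity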
#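 Test system: mammalian cells stably expressing self-ubiquitinating, self-degrading MDM2 E3–luciferase fusion; Amount: 2000 cells in each well; Medium: DMEM; Schedule: 4 h settle plus 2 h compound, 37 °C; Technique: SteadyLite luciferase luminescence after 15 min room-temperature reagent incubation; Benchmarks: plate control and blank wells.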
# eIF4E-4G inh: inhibitors of eIF4E and eIF4G interaction in translation initiation. P63073+Q04637. TR-FRET eIF4E-eIF4GI(517-606) binding, 2 h. inhibition, % at 21.7 µM. 0.37% of 220,000 active;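 active means inhibition above about 30%, limit read from the data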;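 further: 0% = full FRET control wells and 100% = background wells lacking eIF4GI fragment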
# S1P4 agonist: activates the human S1P4 receptor | O95977 | S1P4-expressing cell line, agonist reporter assay | activation, % at 4.98 µM | 0.35% of 220,000 active | AID 1509; in the data active means activation above about 11%;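 further: 0% = DMSO vehicle and 100% = reference agonist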
# PERK inhibitor: inhibitors of human PERK kinase | 0.17% of 220,000 active | AID 1416 | Q9NZJ5 | CHO PERK-DD fusion, SEAP luminescence translation reporter | inhibition, % at 5.6 µM;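 active means inhibition above the mean inhibition of all tested compounds plus 3 SD, set separately per screening campaign, cut at about 2.9% in these data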;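 further: PERK kinase domain activated by AP20187 dimerizer at 100 nM; 0% = DMSO with dimerizer and 100% = rapamycin at 8.4 µM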
# Numbers without * were called inactive; x = no result given; [ ] = another dose, or the depositor's remark.
SMILES,BaF3 parental,NPY2 pot ag,Ba/F3 V617F tox,Wee1 degr inh,S1P4 antagonist,Mdm2 ligase inh,eIF4E-4G inh,S1P4 agonist,PERK inhibitor
O=C(Nc1ccc(CN2CCOCC2)cc1)c1cccc(F)c1,2,16,-7,0,-3,-18,7,0.9,0.8
Cc1cc(Br)ccc1NC(=O)CCN1C(=O)c2ccncc2C1=O,6,0,1,-3,0,-8,1,-1.0,1.5
CSc1nc(C)c(C(=O)C[n+]2ccccc2C)cc1C#N,1,3,3,1,5,-6,14,-0.4,0.1
COCCn1c(-c2ccccc2F)n[nH]c1=S,2,14,1,-2,1,-28,5,1.1,0.2
CCOc1cccc(CN2CCN(Cc3ccc(C)o3)C(CCO)C2)c1O (stereo not drawn),1,-1,-3,9.3*,9,-17,2,-0.6,0.1
CN(CCO)C(=O)c1cccc2c1-c1ccccc1C2=O,2,20,-5,-3,2,-4,-5[fluorescence artefact?],-1.0,1.0
Cc1cccc(C)c1NC(=O)CCCSc1nnc(-c2ccc(Cl)cc2)n1-c1ccccc1,2,1,-4,0,-24,-16,-2,-0.5,0.2
Cn1cc(Br)c(C(=O)NNC(=O)c2ccccc2)n1,6,7,3,-1,-6,2,-5,-1.1,1.4
CC(C)C(c1nnnn1C1CCCC1)N1CCC(C(N)=O)CC1 (stereo not drawn),4,8,1,0,-14,-2,-2,-2.3,0.5
CCN(CC)P(=O)(Nc1ccc(C)cc1Br)c1ccc(N(C)C)cc1NC(=O)c1ccco1 (stereo not drawn),1,-8,-6,3,-2,11,0,-0.4,0.0
CCCNC(=O)OC[C@H]1O[C@H](CCO/N=C/c2ccc(C(=O)N3[C@H](c4ccc(C)cc4)[C@@H](C)CC[C@H]3C(=O)OC)cc2)C=C[C@@H]1Oc1ccc(OC)cc1,3,4,-3,0,-1,x,-3[fluorescence artefact?],-0.2,-0.5
Cc1nc(=O)cc(-c2ccccc2)n1-c1ccccc1,2,18,2,0,11,-5,-5,0.4,1.6
COc1ccc(CN(C(=O)CSc2nnc(-c3c[nH]c4ccccc34)o2)c2ccc(F)cc2)cc1OC,9,-9,6,-2,-9,-10,-5,1.3,-1.1
c1cncc(-c2nn3cnnc3s2)c1,11,-4,-3,-1,0,-4,8[fluorescence artefact?],0.7,1.1
CCn1nc(C)c(CNC(=O)CCc2nnc(Cc3c[nH]c4ccccc34)o2)c1C,4,13,-3,-2,-12,-6,1,-2.5,-0.1
C/C(=N\NC(=O)c1cc(-c2ccco2)nc2ccccc12)c1cccnc1,-2,1,-3,0,-14,-3,0,2.5,0.0
COc1cc(OC)cc(C(=O)Nn2cnnc2)c1,1,6,-5,-3,4,6,-1,0.3,2.1
CSc1ncccc1C(=O)OCc1ccc([N+](=O)[O-])cc1,9,-13,5,4,-17,-10,2,1.5,0.6
CC(C)OC(=O)CSc1nc2ncc(Cl)cc2[nH]1,4,5,1,-2,-23,-13,1,0.2,0.3
O=C(c1ccc(S(=O)(=O)N2CCOCC2)cc1)N1CCN(S(=O)(=O)c2ccc(Cl)s2)CC1,2,5,-2,3,-1,3,-1,1.0,-2.2
C[C@@H]1CN(C(=O)c2nc3ccc(Cl)cn3c2CN[C@H]2CCCCNC2=O)C[C@H](C)O1,8,-6,0,-2,-10,2,5,0.5,0.2
Cc1cc(C)c2[nH]c(=O)c(CN(Cc3cccnc3)C(=S)NCCCN(C)C)cc2c1,10,8,1,-3,-8,-6,2,2.8,-0.6
CN(CC(=O)Nc1ccc(Cl)c(Cl)c1)C(=O)/C=C/c1ccc(F)cc1,8,9,2,3,-7,-17,2,-1.1,0.7
COc1ccccc1-c1c(C(F)(F)F)oc2cc(OC(=O)c3ccccc3[N+](=O)[O-])ccc2c1=O,4,-1,-2,5,-5,-19,-11,-0.7,2.2
COC(=O)c1cn(CC(=O)NC2CCCCCC2)c2ccccc12,1,5,-5,0,-1,2,0,0.9,0.7
CCN(C(=O)CN1CC(C)OC(C)C1)c1c(N)n(Cc2ccccc2)c(=O)[nH]c1=O (stereo not drawn),9,-7,3,0,-31,-27,4,-0.5,0.6
Cc1c(Nc2ncnc3nc[nH]c23)c(=O)n(-c2ccccc2)n1C,8,-6,3,-3,-15,-15,-5,-0.1,1.0
O=C(COC(=O)c1ccc(O)cc1)NCCC1=CCCCC1,-2,-8,-3,-1,-10,-1,-4,-0.4,0.6
O=C(NC1C=CS(=O)(=O)C1)c1sc2ccccc2c1Cl (stereo not drawn),4,1,27*,-1,0,-10,7,-1.0,-0.7
COC(=O)c1cccc(NC(=O)c2cccnc2C(=O)O)c1C,8,-2,-2,2,6,1,5,0.6,0.7
Cc1ccc(N/C(N)=N/c2nc3c(c(=O)[nH]2)CCCC3)c(C)c1,4,6,1,0,-16,-2,0[fluorescence artefact?],-0.7,1.8
O=C(CSc1ncn[nH]1)N1c2ccccc2Sc2ccccc21,2,15,3,4,-3,x,-2,-1.4,0.6
COC(=O)C1(CCSC)NC(c2ccccc2OC)C2C(=O)N(C)C(=O)C21 (stereo not drawn),-2,-2,-6,-2,-4,-18,8,2.2,0.4
CC(C)C(=O)N(Cc1cc2ccccc2[nH]c1=O)C(C)(C)C,5,-20,3,-2,-6,-22,5,1.9,-0.5
COc1cc2c(cc1OC)CN(Cc1ccc(OC)c(C)c1OC)CC2,2,1,4,4,-8,-13,2,1.7,-1.0
Cc1nc2ccccc2c(=O)n1C1CCCCCC1,5,3,1,-1,-4,2,-6,1.6,-0.3
COc1cccc(CNc2cc(CSc3ccc(Cl)cc3)nc(C)n2)c1,5,-12,-2,1,6,4,-2[fluorescence artefact?],-5.8,-0.5
CCOc1ccc(Br)cc1S(=O)(=O)N1CCC(C(N)=O)CC1,6,-26,6,1,-2,-13,2,-1.8,0.2
O=C(CN1CCN(C2CCCCC2)CC1)Nc1ccccc1-c1ccccc1,1,-15,-3,-1,6,17,5,-0.5,-0.4
COc1cccc(NC(=O)c2cc(OC)c(OC)c(OC)c2Br)c1,4,-5,1,-2,-33,19,16,1.9,-0.8
O=C(COc1cccnc1[N+](=O)[O-])NCCc1ccc(Cl)cc1,6,3,4,-4,-13,-6,2,-0.5,-0.8
COc1ccc(Cc2noc(-c3ccc(C)cc3)n2)cc1,-2,2,-1,0,-8,-12,-3,4.5,0.1
COc1ccc(S(=O)(=O)n2c(CCN3CCOCC3)nc3ccccc32)cc1,2,15,0,-2,-2,4,x,0.4,-0.2
N#Cc1sc2nc(-c3cccs3)cc(-c3ccccc3)c2c1N,3,-20,-1,1,3,-9,0,1.1,1.0
CN1CCN(C(=O)c2ccccc2N(Cc2ccccc2)S(C)(=O)=O)CC1,2,8,-3,0,-14,2,0,1.1,0.1
O=C1OCCN1C(=O)[C@H]1[C@H](c2ccc(F)cc2)C(c2ccc(F)cc2)=NN1c1ccc(Br)cc1,3,18,-1,-3,7,x,8,1.0,-0.3
Cc1ccnc(SCC(=O)c2ccc([N+](=O)[O-])cc2)n1,6,0,1,1,-15,-6,2,-0.9,1.1
Cc1ccc(NC(=O)CC2C(=O)NC3CCCCC3N2C(=O)c2ccc(F)cc2)cc1C (stereo not drawn),3,3,-2,1,3,-13,4,-0.5,-1.0
O=C(NCc1ccc(F)cc1)C1CCC(=O)N1CCc1ccccc1 (stereo not drawn),1,6,-3,-3,-13,-5,-2,-2.3,-1.8
CC(=O)Nc1nnc(C)s1,7,8,0,0,-5,-6,3,1.6,1.0
Cc1cccnc1NC(=O)c1cc2ccccc2oc1=O,5,7,0,-3,0,-44,2,1.6,-0.1
COc1cccc2cc(C(=O)OCC(=O)NCc3ccc4c(c3)OCO4)c(=O)oc12,-6,0,-5,2,-11,-11,-4,-0.4,0.8
On1c2c(c3c4nonc4ccc31)CCCC2,-4,-21,4,-1,-9,-23,6,1.8,0.1
CC1Cc2ccccc2N1C(=O)COC(=O)c1cccnc1Cl (stereo not drawn),4,16,-1,-2,-2,-10,1,-2.3,0.5
Cc1nnc(NC(=O)Cn2cnc3c2c(=O)n(C)c(=O)n3C)s1,0,-6,-2,12*,-8,8,1[fluorescence artefact?],0.5,0.7
OCCCCNc1cccc2ccccc12,3,-5,1,0,-4,-8,8,-0.4,1.0
CCOC(=O)CSc1nc(C)cc(C)c1C(N)=O,4,4,-1,8,-13,-8,1,0.2,0.5
Cc1ccccc1OCCN1CCC(Cc2ccccc2)CC1,3,-6,1,-2,0,-14,2,-1.3,-0.2
CCOCCCNC(=O)C1CCC(CNS(=O)(=O)c2cccc3nsnc23)CC1 (stereo not drawn),3,1,-1,3,-21,-3,-1,2.4,0.0
COc1ccc(/C=C/C(=O)c2ccc[nH]2)c(OC)c1OC,2,6,0,0,5,-2,4[fluorescence artefact?],1.4,-1.0

# Complete entries from above.
# Cc1cc(C)c2[nH]c(=O)c(CN(Cc3cccnc3)C(=S)NCCCN(C)C)cc2c1 is listed with BaF3 parental = 10; NPY2 pot ag = 8; Ba/F3 V617F tox = 1; Wee1 degr inh = -3; S1P4 antagonist = -8; Mdm2 ligase inh = -6; eIF4E-4G inh = 2; S1P4 agonist = 2.8; PERK inhibitor = -0.6
# c1cncc(-c2nn3cnnc3s2)c1 is listed with BaF3 parental = 11; NPY2 pot ag = -4; Ba/F3 V617F tox = -3; Wee1 degr inh = -1; S1P4 antagonist = 0; Mdm2 ligase inh = -4; eIF4E-4G inh = 8[fluorescence artefact?]; S1P4 agonist = 0.7; PERK inhibitor = 1.1

# (continued)
SMILES,BaF3 parental,NPY2 pot ag,Ba/F3 V617F tox,Wee1 degr inh,S1P4 antagonist,Mdm2 ligase inh,eIF4E-4G inh,S1P4 agonist,PERK inhibitor
Cc1cc(NC(=O)CSc2nnc(Nc3ccccc3F)s2)no1,1,2,-2,-2,-15,-10,0,0.3,0.0
Cn1ccnc1SC(=O)N1c2ccccc2Sc2ccccc21,5,9,2,-1,4,-9,7,0.1,-1.9
COc1ccc(/C=C(/C#N)C(=O)Nc2cc(C)ccc2C)cc1C(=O)O,0,-5,-3,0,-2,-38,3[fluorescence artefact?],1.4,0.0
COc1ccc2c(c1)[nH]c1c(=O)n(Cc3ccccn3)cnc12,2,18,0,-1,4,-8,1,-0.3,0.6
Cc1ccc2nc(C)cc(C(=O)OCC(=O)Nc3c(C)n(C)n(-c4ccccc4)c3=O)c2c1,6,-4,1,-4,-8,-8,0,1.1,-0.1
O=C(Oc1c(-c2ccccc2)c(=O)n2c3c(cccc13)CC2)c1cccc([N+](=O)[O-])c1,-5,0,-2,3,7,-10,5,0.3,1.2
CC(C)[C@H](NC(N)=O)C(=O)Nc1ccc(Oc2ccccc2)cc1,-1,-1,-2,1,15,-28,2,-2.0,0.9
CCOC(=O)c1ccc(NC(=O)Nc2ccc(F)cc2)cc1,4,11,-1,10*,-10,-9,-1,-4.7,0.0
Cc1nn(Cc2ccccc2)c(Cl)c1C(=O)OCC#N,3,-12,2,-3,-15,-2,-2,-0.4,0.2
NC(=O)C1CCN(C(=O)c2ccc(-c3ccccc3)cc2)CC1,4,-18,-1,1,-4,-17,2[fluorescence artefact?],1.3,-0.3
Cc1cc(-c2ccccc2)nc2cc(C(N)=O)nn12,4,-6,-1,3,-12,-42,5,-0.2,0.3
O=C(NCCc1ccccc1)c1cnc2n(c1=O)CCS2,6,-2,-2,2,-14,-9,-6,1.2,0.1
O=C(COC(=O)C1(c2ccccc2F)CCCC1)N1CCc2ccccc21,11,-7,6,0,0,-24,0,0.2,0.3
